Screening results: PubChem BioAssay, National Center for Advancing Translational Sciences (NCATS)
TbPYK inhibitor – inhibitors of Trypanosoma brucei pyruvate kinase. Q57TT1. TbPYK enzyme, Kinase-Glo Plus ATP luminescence, 45 min. Potency, µM (highest dose often 76.8 µM), without a hit: top-dose activity, negative = inhibition, usual class: inhibitors. 410,000 tested, 0.12% active. AID 624173; note: nearly all actives have a fitted effect of over 50% in size
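Luminescence from Kinase-Glo Plus, added after a 45-minute room-temperature reaction, served as the end-point read-out. The enzyme and substrate were preincubated with compound before ADP (130 uM final) initiated turnover. Concentration-effect curves came from normalized qHTS data.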
Pf growth 48h – P. falciparum growth inhibition at 48 hours (one generation); Potency, µM (doses to about 28.7 µM), inactives show at the top dose activity change, negative = inhibition, actives largely listed as inhibitors; P. falciparum luciferase growth in erythrocytes, 48 h; 310,000 tested, 5.9% active
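Growth was read as firefly luciferase luminescence after a 48 h, 37 C, 5% CO2 exposure of compounds to reporter-bearing P. falciparum cultures (0.1% parasitemia, 2% hematocrit final) in Albumax-supplemented RPMI 1640.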
Sm TGR block – blocks Schistosoma mansoni thioredoxin glutathione reductase | purified TGR, DTNB reduction, TNB absorbance 405 nm | Potency, µM (titrated, usually from 114 µM), without a hit: at the top dose activity change, negative = inhibition, usual class: inhibitors | 360,000 tested, 3% active; note: nearly all actives have a fitted effect of over 60% in size
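First, TGR (20 nM dispensed) and NADPH were mixed with compound. Second, a 15 min room-temperature incubation followed. Third, further NADPH and then DTNB were added to start the reaction. Finally, TNB absorbance was monitored kinetically.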
LmPK inhibitor – inhibitors of Leishmania mexicana pyruvate kinase; purified LmPK, Kinase-Glo ATP luminescence, 1 h; AID 1721; Potency, µM (titrated, usually from 57.5 µM), inactives show at the top dose activity change, negative = inhibition, usual class: inhibitors; Q27686; 290,000 tested, 0.37% active
Target sequence (Q27686 whole entry, looked up): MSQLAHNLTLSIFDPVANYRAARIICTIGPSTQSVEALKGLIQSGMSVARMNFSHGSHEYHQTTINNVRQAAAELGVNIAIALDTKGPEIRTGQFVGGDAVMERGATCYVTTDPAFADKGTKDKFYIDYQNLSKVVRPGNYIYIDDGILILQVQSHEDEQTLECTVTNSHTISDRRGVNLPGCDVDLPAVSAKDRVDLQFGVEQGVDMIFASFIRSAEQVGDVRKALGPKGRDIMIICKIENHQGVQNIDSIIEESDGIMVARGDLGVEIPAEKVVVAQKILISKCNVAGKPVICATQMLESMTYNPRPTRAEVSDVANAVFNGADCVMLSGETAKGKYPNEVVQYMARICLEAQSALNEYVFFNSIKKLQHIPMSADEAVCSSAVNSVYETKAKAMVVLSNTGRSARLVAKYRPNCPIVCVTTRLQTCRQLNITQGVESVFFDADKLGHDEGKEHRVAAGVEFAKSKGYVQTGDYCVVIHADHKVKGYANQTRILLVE
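Purified LmPK (0.1 nM) converted ADP (0.1 mM) to ATP with PEP (0.5 mM) in imidazole buffer pH 7.2 with KCl and MgCl2, 1 h at room temperature. ATP was read by Kinase-Glo luminescence; data normalized to uninhibited and no-enzyme controls.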
Pf growth 96h – inhibits malaria parasite growth, 96 h; P. falciparum luciferase reporter growth, 96 h; Potency, µM (series often up to 28.7 µM), inactives show top-dose activity change, negative = inhibition, hits mostly inhibitors; 320,000 tested, 6.9% active; AID 504834
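Plates of compound plus infected erythrocytes (2% hematocrit, 0.05% parasitemia final) incubate 96 hours, 37 C, 5% CO2. Detection reagent added; reduced luminescence from the parasites' luciferase reporter flags inhibition.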
HCV inh – blocks hepatitis C virus; Huh7.5.1 HCVcc-Cre infection, luciferase reporter, 44 h; Potency, µM (top dose mostly 41.8 µM), without a hit: at the top dose activity change, negative = inhibition, actives largely listed as inhibitors; 340,000 tested, 3.4% active; AID 651820
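Infectious HCV cell culture screen: compound-treated cells (1,000/well, pre-plated 4 h) are infected with HCVcc-Cre at roughly 0.5 moi and grown 44 h. Infection is quantified by luciferase signal after 15 min substrate incubation at room temperature.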
* = called active by the depositor; ? = inconclusive; · = no result given; & = joins results of further samples; ! = a repeat was not active; [ ] = another dose, or the depositor's remark. Calls come from the whole dose curve; as a rule, active = well fitted curve in the direction sought with a large enough effect; inconclusive = small, poorly fitted or top-dose-only effect, or another doubt; inactive = no such curve, though single readings can be large; an effect the other way counts as inactive or inconclusive. % is set by controls: 0 for no effect and ±100 for the full control effect; potency is the fitted concentration of half-maximal effect. This is a subset (hit frequency here may not be typical).

SMILES	TbPYK inhibitor	Pf growth 48h	Sm TGR block	LmPK inhibitor	Pf growth 96h	HCV inh
CCCN(CCC)C(=O)C(CCC(=O)O)NC(=O)c1ccccc1 (stereo not drawn)	4%	0%&-3%	4%&-15%	0%	-1%&2%	-12%[8.37 µM]
CCN(CC)S(=O)(=O)c1ccc(C(=O)O)cc1	-2%&0%	2%&4%	0%	1%	14%&21%	6%
Cc1c(C(C)C)c(=O)n(-c2ccccc2)n1C	2%	-12%	·	·	-16%	·
Nc1ncnc(Nc2ccccc2)n1	0%&-8%	-2%&11%	1%	·	17%&-11%	-5%
COC(=O)c1ccccc1C(=O)c1ccc(OCCN2CCCCC2)cc1	3%	-23%	·	·	-21%	·
CCC(Cc1c(I)cc(I)c(N)c1I)C(=O)O (stereo not drawn)	1%	-1%	-10%	·	10%	1%
O=C1CCc2cc(OCCCCc3nnnn3C3CCCCC3)ccc2N1	1%&0%	?	-7%&-13%&-2%	4%&-13%&1%	?	?
CCCCOC(=O)c1ccc(N)cc1	3%&2%	60%&50%[activator]	-9%	4%	39%&43%[activator]	6%
CC1(C)OC2CC(=O)OC[C@@]23C1CC(=O)[C@]1(C)C3CC[C@@]2(C)C(c3ccoc3)OC(=O)C3O[C@@]321 (stereo partly drawn)	5%	-16%	·	·	?	·
COc1ccc(S(=O)(=O)Nc2nnc(CC(C)C)s2)cc1	2%&0%&-1%	-16%&-13%	-2%	1%	11%&-22%&27%	20%
CC(C)(CO)[C@@H](O)C(=O)NCCCO	-1%	8%	·	·	1%	·
CN=C(N)NC(=O)Nc1c(C)cccc1C	-6%&-3%	-18%	-8%	-6%	?	3%
Cc1ccsc1/C=C/C1=NCCCN1C	-5%&9%&1%	-4%	1%	1%	?	?
CC[C@]12CCCN3CCc4c(n(c5ccccc45)[C@@](O)(C(=O)OC)C1)[C@@H]32	-9%	57%[activator]	-3%	·	35%[activator]	-5%
Nc1cc(=O)[nH]c(N)n1	8%&-5%	-7%	4%	·	0%	0%
CC(=O)N(CC(O)CO)c1c(I)c(C(=O)NCC(O)CO)c(I)c(C(=O)NCC(O)CO)c1I (stereo not drawn)	5%&2%	15µM*!	0%	·	13µM*!	13%
CCC12CCCN3CCc4c(n(c5ccccc45)C(O)(C(=O)OC)C1)C32 (stereo not drawn)	-6%	-15%	-12%	3%	-6%	9%
CCN1CC(CCN2CCOCC2)C(c2ccccc2)(c2ccccc2)C1=O (stereo not drawn)	-6%	?	·	·	3%	·
O=C(OC1C[C@@H]2CC3C[C@H](C1)N2CC3=O)c1c[nH]c2ccccc12 (stereo partly drawn)	0%	13µM*	·	·	13µM*	·
CN1CCN(c2c(F)cc3c(=O)c(C(=O)O)cn4c3c2SCC4)CC1	-5%&1%	?	2%&-4%	-3%&-1%	5.2µM*	9%

Some of these compounds in order of molar mass, smallest number first:
SMILES	TbPYK inhibitor	Pf growth 48h	Sm TGR block	LmPK inhibitor	Pf growth 96h	HCV inh
CCCCOC(=O)c1ccc(N)cc1	3%&2%	60%&50%[activator]	-9%	4%	39%&43%[activator]	6%
CCN(CC)S(=O)(=O)c1ccc(C(=O)O)cc1	-2%&0%	2%&4%	0%	1%	14%&21%	6%
CCC12CCCN3CCc4c(n(c5ccccc45)C(O)(C(=O)OC)C1)C32 (stereo not drawn)	-6%	-15%	-12%	3%	-6%	9%
COC(=O)c1ccccc1C(=O)c1ccc(OCCN2CCCCC2)cc1	3%	-23%	·	·	-21%	·
O=C1CCc2cc(OCCCCc3nnnn3C3CCCCC3)ccc2N1	1%&0%	?	-7%&-13%&-2%	4%&-13%&1%	?	?
CCC(Cc1c(I)cc(I)c(N)c1I)C(=O)O (stereo not drawn)	1%	-1%	-10%	·	10%	1%

Further results follow:
SMILES	TbPYK inhibitor	Pf growth 48h	Sm TGR block	LmPK inhibitor	Pf growth 96h	HCV inh
COc1cc(C(=O)NCCCCCC(=O)O)cc(OC)c1OC	-10%&-5%	-9%	-25%	0%	10%[5.75 µM]	33%[activator]
CN(C)CCOC(=O)C(c1ccccc1)C1(O)CCCC1 (stereo not drawn)	-5%	37%[activator]	8%	2%	125%[activator]	9%[8.37 µM]
CCN(CC)CCOC(=O)C(c1ccccc1)c1ccccc1	-10%&-6%	-6%&-16%	15%	0%	-17%&-28%	-19%[8.37 µM]
CC1(C)Oc2ccc(C#N)cc2[C@@H](N2CCCC2=O)[C@@H]1O	0%	2%	6%	-2%	-13%	15%
COc1c(O)cc2c(c1O)[C@@H]1O[C@H](CO)[C@@H](O)[C@H](O)[C@H]1OC2=O	3%	32%[activator]	1%	5%	32%[activator]	16%
O=C(O)CCCCCCCC(=O)O	-4%&-8%	3%&-12%	9%	-1%	5%&-18%	-16%[8.37 µM]
CCOc1ccc(NC(=S)N2CCC(C(O)(c3ccccc3)c3ccccc3)CC2)cc1	-7%	1%	2%	5%	468%[activator]	-15%
CN1CCN(C(=O)C2CCCCC2)CC1	1%	-6%	·	·	-2%	·
C#C[C@]1(O)CC[C@H]2[C@@H]3CCC4=CC(=O)CC[C@@H]4[C@H]3CC[C@@]21CC	-6%&2%&-6%	?	-3%&0%&-3%	-15%&19%	7.6µM*	20%&9%
CC[C@@]12CCCN3CCc4c(n(c5ccccc45)[C@](O)(C(=O)OC)C1)C32 (stereo partly drawn)	2%	-19%	·	·	?	·
NC(=O)c1ccc([N+](=O)[O-])cc1Cl	2%	?	·	·	11µM*	·
CC1CCc2c(N3CCC(O)CC3)c(F)cc3c(=O)c(C(=O)O)cn1c23 (stereo not drawn)	-10%&-5%	15µM*	-9%	·	6µM*	9%
OCC(O)CN1CCN(c2ccccc2)CC1 (stereo not drawn)	3%&-1%	8%&-10%	-1%	0%	?	-5%[8.37 µM]
CCCN(CCC)C(=O)[C@@H](CCC(=O)O)NC(=O)c1ccccc1	0%	0%	·	·	-12%	·
NC(=O)NC(=O)Cc1ccccc1	4%	-7%	·	·	?	·
COc1ccc(Sc2ccc(NC(=O)c3ccccc3Cl)cc2C#N)cc1	0%	17%	2%	1%	13%	11µM*
Nc1ccc(S(=O)(=O)NCc2ccccc2)cc1	0%	-3%	·	·	-5%	·
Cc1nc2c([nH]1)c(=O)n(C)c(=O)n2Cc1ccco1	-3%	4%	·	·	5.4µM*	·
COc1ccccc1OC(=O)Oc1ccccc1OC	-3%&-3%	2%	·	·	7%	-6%
C/C=C(/C)C(=O)O[C@@H]1c2cc3c(c4c2[C@@]2(CO4)C(=O)C(OC)=C(OC)C=C2C[C@@H](C)[C@H]1C)OCO3	3%	21%	6%	-6%	?	8%
CC(C)(C(=O)c1cccnc1)c1cccnc1	1%	-7%[12.8 µM]	·	·	-6%[12.8 µM]	13%
CCn1cc(C(=O)O)c(=O)c2cc(F)c(N3CCN[C@@H](C)C3)c(F)c21	22%&4%	-23%	·	·	?	·
CCCCCCCCCCOCC(O)CN (stereo not drawn)	3%	?	·	·	12µM*	·
c1ccc(CNCCNCc2ccccc2)cc1	4%	-7%	·	·	?	·
Cc1ccc(C(=O)C(C)CN2CCCCC2)cc1 (stereo not drawn)	2%	13µM*	·	·	13µM*	·
CN1CCN(CCCN2c3ccccc3Sc3ccc(S(=O)(=O)N(C)C)cc32)CC1	4%	13µM*	-21%	·	3.6µM*	?
C[C@H]1c2cccc(O)c2C(O)=C2C(=O)C3(O)C(O)=C(C(N)=O)C(=O)[C@@H](N(C)C)[C@@H]3[C@@H](O)[C@@H]21 (stereo partly drawn)	-12%	4.7µM*	?	·	0.37µM*	-12%
COc1ccc([C@@H]2CNC(=O)C2)cc1OC1CCCC1	-5%[33.2 µM]	-6%[12.8 µM]	·	·	-13%[12.8 µM]	·
COc1cc2c(c(OC)c1OC)-c1c(cc(OC)c(OC)c1OC)C[C@H](C)[C@H](C)C2	0%	?	10%	0%	?	21%[8.37 µM]
Cc1oncc1C(=O)Nc1ccc(C(F)(F)F)cc1	2%	?	-1%	?	4.5µM*!	2%[8.37 µM]
CCCCN(CCCC)CC(O)c1cc(Cl)cc2c1-c1ccc(Cl)cc1/C2=C/c1ccc(Cl)cc1 (stereo not drawn)	-15%	0.015µM*	·	·	0.021µM*	·
Cc1cc(O)c2c(c1)C(=O)c1cccc(O)c1C2=O	·	37%[activator]	1%	0%	40%[activator]	2%[8.37 µM]
Cc1cn([C@H]2C[C@H](O)[C@@H](CO)O2)c(=O)[nH]c1=O	2%	-1%	·	·	6%	·
CCN(CCCCOC(=O)c1ccc(OC)c(OC)c1)[C@@H](C)Cc1ccc(OC)cc1	1%[33.2 µM]	?	·	·	?	·
CN1CCN(c2cc3c(cc2F)c(=O)c(C(=O)O)cn3-c2ccc(F)cc2)CC1	-1%	?	·	·	6.7µM*	·
O=C(NCCN1CCOCC1)c1ccc(Cl)cc1	0%&2%&-8%	35%&6%[activator]	-9%	6%	20%&2%	21%
C[C@H]1C[C@@H]2[C@H]3CCC4=CC(=O)C=C[C@@]4(C)[C@@]3(Cl)[C@@H](O)C[C@]2(C)[C@]1(OC(=O)c1ccco1)C(=O)CCl	3%[33.2 µM]	4.5µM*	·	·	2µM*	·
C[C@H]1c2cccc(O)c2C(O)=C2C(=O)[C@]3(O)C(O)=C(C(N)=O)C(=O)[C@@H](N(C)C)[C@@H]3[C@@H](O)[C@@H]21	2%	4.7µM*	28%	4%	0.74µM*	-4%
COc1cc(NC(=O)c2cc(C3CC3)on2)c(OC)cc1Cl	8%	·	7%	2%	-111%	?
O=C1c2c(O)cccc2C(C2OC(CO)[C@@H](O)[C@H](O)[C@H]2O)c2cc(CO)cc(O)c21 (stereo partly drawn)	-1%	38%[activator]	40µM*	·	38%[activator]	11%
COc1cc2[nH]c(=O)[nH]c(=O)c2cc1OC	5%[33.2 µM]	0%[12.8 µM]	·	·	-18%[12.8 µM]	·
